CXCR6 block – blocks human CXCR6 beta-arrestin recruitment; CHO-K1 PathHunter CXCR6 beta-arrestin, luminescence; inhibition, % at 20 µM; 360,000 compounds, 0.36% hits; AID 602244; in the data active means inhibition above about 34%, passing the limit was not always enough;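 further: antagonist mode with CXCL16 agonist at 10 nM final; 0% = 10 nM CXCL16 with DMSO and 100% = unstimulated wells without agonist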
Target sequence (O00574 whole entry, looked up): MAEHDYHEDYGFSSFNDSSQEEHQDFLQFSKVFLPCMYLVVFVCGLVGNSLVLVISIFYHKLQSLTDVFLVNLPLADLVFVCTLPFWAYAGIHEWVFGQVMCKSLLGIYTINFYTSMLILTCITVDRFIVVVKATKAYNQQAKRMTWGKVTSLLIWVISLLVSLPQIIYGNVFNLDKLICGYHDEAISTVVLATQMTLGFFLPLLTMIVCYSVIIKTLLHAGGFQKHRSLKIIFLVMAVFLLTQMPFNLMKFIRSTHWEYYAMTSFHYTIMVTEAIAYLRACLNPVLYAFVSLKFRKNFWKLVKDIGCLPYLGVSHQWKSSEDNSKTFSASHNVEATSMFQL
UBC13 polyUb – inhibitors of human UBC13 polyubiquitin chain formation. P61088. TR-FRET. inhibition, % at 20 µM. 330,000 compounds, 0.47% hits. AID 485273; in the data active means inhibition above about 45%, passing the limit was not always enough
Gli-Sufu block – Gli-Sufu pathway antagonism; Sufu-KO-LIGHT fibroblasts, Gli luciferase reporter luminescence; inhibition, % at 5 µM; 340,000 compounds, 0.74% hits;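 active means inhibition above about 55%, limit read from the data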;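 further: 0% = DMSO-treated cells and 100% = wells with medium but no cells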
APJ agonist – agonists of human APJ apelin receptor. 330,000 compounds, 0.11% hits. AID 2520. P35414. CHO-K1 APJ PathHunter beta-arrestin, luminescence; 0% DMSO wells, 100% apelin. activation, % at 20 µM;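 active means activation more than six SD over the plate average, tested at 20 µM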;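 further: 0% = DMSO alone and 100% = apelin-13 at 10 nM; some results filed as inactive read as strong as hits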
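system = engineered CHO-K1 APJ arrestin reporter cells | input = 1000 cells per well | timing = overnight seeding, 90 min compound at 25 °C, 1 h detection | measured by = enzyme-fragment complementation luminescence | read-out = beta-arrestin recruitment to APJ as agonist activity, luminescent signal | control set = negative DMSO alone, positive Apelin-13 at 10 nM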
CCR6 antagonist – antagonists of human CCR6 receptor; inhibition, % at 20 µM; P51684; 340,000 compounds, 0.49% hits; CHO-K1 CCR6 PathHunter beta-arrestin, luminescence, CCL20-stimulated;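 active means compounds whose inhibition of the agonist-driven luminescence signal at 20 µM reaches about 50%, limit read from the data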;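 further: cells stimulated with CCL20 at 14 nM final; plate controls were DMSO with CCL20 for no effect and DMSO without agonist for full effect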
Target sequence (P51684 whole entry, looked up): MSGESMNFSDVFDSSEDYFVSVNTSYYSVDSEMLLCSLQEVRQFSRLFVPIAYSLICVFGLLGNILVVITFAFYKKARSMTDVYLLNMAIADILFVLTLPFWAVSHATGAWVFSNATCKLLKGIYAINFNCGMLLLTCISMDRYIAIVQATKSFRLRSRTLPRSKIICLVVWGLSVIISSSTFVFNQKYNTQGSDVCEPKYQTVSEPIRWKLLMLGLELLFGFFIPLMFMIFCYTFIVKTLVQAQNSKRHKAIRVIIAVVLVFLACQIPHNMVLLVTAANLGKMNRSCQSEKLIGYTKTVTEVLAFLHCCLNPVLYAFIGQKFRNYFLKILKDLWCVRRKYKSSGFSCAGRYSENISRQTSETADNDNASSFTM
APJ antagonist – blocks the human apelin receptor APJ; AID 2521; CHO-K1 APJ beta-arrestin complementation, luminescence; P35414; 330,000 compounds, 0.32% hits; inhibition, % at 20 µM;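 active means inhibition above about 40% at 20 µM, limit read from the data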;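 further: cells challenged with 10 nM apelin-13 agonist together with compound; plate controls were apelin-13 plus DMSO wells for no effect and DMSO wells lacking apelin-13 for full effect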
ATG4B inh – ATG4B (human) cysteine protease inhibition; 340,000 compounds, 0.51% hits; ATG4B cleavage of LC3-PLA2, NBD-HPC fluorescence, 1 h; Q9Y4P1; inhibition, % at 8.33 µM; AID 504462; in the data active means inhibition above about 40%
EBI2 block – EBI2 (human) antagonism. EBI2 beta-arrestin recruitment, luminescence, 7a,25-OHC stimulated. inhibition, % at 5 µM. 360,000 compounds, 0.81% hits; in the data active means inhibition above about 38%;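 further: enzyme fragment complementation signal reports receptor beta-arrestin coupling in cells; 0% = agonist plus DMSO wells and 100% = wells without agonist; some results beyond the cut were filed as inactive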
Target sequence (P32249 whole entry, looked up, the tested form may be a part): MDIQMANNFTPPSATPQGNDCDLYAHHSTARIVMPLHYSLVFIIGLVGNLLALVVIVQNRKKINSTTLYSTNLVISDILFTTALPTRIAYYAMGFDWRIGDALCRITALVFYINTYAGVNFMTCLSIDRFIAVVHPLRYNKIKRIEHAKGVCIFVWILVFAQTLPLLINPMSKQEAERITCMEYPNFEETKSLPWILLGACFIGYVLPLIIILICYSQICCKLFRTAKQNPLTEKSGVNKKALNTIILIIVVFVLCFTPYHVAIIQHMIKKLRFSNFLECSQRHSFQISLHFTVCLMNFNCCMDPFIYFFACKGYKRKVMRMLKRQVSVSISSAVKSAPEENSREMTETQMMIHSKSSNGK
The depositor's hits bear a star; · = no result given.

Value order – APJ antagonist | UBC13 polyUb | CXCR6 block | Gli-Sufu block | EBI2 block | ATG4B inh | APJ agonist | CCR6 antagonist
Cn1cccc1C(C#N)c1cccc(F)c1C#N (centres undefined)
 : 34 | -1 | 4 | 14 | -11 | -5 | -7 | 55*
COCCCn1c(SCC(=O)N2CCCCC2C)nnc1-c1ccco1 (centres undefined)
 : 3 | 0 | 1 | 0 | -5 | -8 | -3 | 3
Cc1ccc(CNC(=O)CCS(=O)(=O)c2ccc(C)cc2)cc1
 : -2 | 2 | -6 | -3 | 5 | -3 | -3 | 9
CCC(=O)N(Cc1ccc(S(N)(=O)=O)cc1)C1CC(=O)N(c2ccc(OC)cc2)C1=O (centres undefined)
 : 12 | 0 | 0 | -2 | 0 | -7 | -5 | 29
O=[N+]([O-])c1cccc(NC2=NCCC2)c1
 : 1 | 1 | 0 | -6 | -2 | 0 | -1 | 16
O=c1cccc(-c2ccccc2)[nH]1
 : 17 | -3 | 0 | 2 | -8 | 6 | 6 | -9
O=C(C[N+]12CC[N+](CC(=O)c3ccc(F)cc3)(CC1)CC2)c1ccc(F)cc1
 : -5 | -1 | -3 | 3 | -14 | 4 | -2 | 7
COc1ccc(C(=O)COC(=O)c2ccc([N+](=O)[O-])s2)cc1OC
 : -144 | -9 | -37 | -7 | -23 | -17 | 6 | 9
CCc1nc(SCC(=O)N2CCCCCC2)c2c(=O)n(C)c(=O)n(C)c2n1
 : 15 | -1 | -1 | -8 | -5 | 3 | 6 | 3
O=C(NC1CC1)C1=C[C@@H](c2csc3ccccc23)C[C@@H](OCCCCO)O1
 : 1 | 1 | 0 | 29 | -1 | -14 | 0 | 2

Records listed so far printed as active in CCR6 antagonist:
| Molecule | APJ antagonist | UBC13 polyUb | CXCR6 block | EBI2 block | ATG4B inh | CCR6 antagonist |
| --- | --- | --- | --- | --- | --- | --- |
| Cn1cccc1C(C#N)c1cccc(F)c1C#N (centres undefined) | 34 | -1 | 4 | -11 | -5 | 55* |

Other records:
Value order – APJ antagonist | UBC13 polyUb | CXCR6 block | Gli-Sufu block | EBI2 block | ATG4B inh | APJ agonist | CCR6 antagonist
CC(C)CCN1CCN(Cc2ccoc2)CC1CCO (centres undefined)
 : 2 | -4 | -12 | 6 | 3 | -2 | 0 | 9
C=CCn1c2ccccc2c2nnc(SC(CC)C(=O)Nc3sc4c(c3C#N)CCCC4)nc21 (centres undefined)
 : 12 | -22 | 7 | -5 | 15 | 1 | -2 | 9
COc1ccc(C(=O)Nc2cc(C)on2)cc1[N+](=O)[O-]
 : 6 | -2 | 6 | -1 | -7 | -3 | 0 | 6
COc1cc(C(=O)NCCCNc2nc3c(C)cc(C)cc3cc2C#N)cc(OC)c1OC
 : -21 | 10 | -5 | 8 | 5 | -7 | -1 | 5
O=C(COC(=O)c1ccc[n+]([O-])c1)Nc1cc([N+](=O)[O-])ccc1Cl
 : -6 | -11 | -7 | 2 | -4 | -2 | -2 | 0
C/C(CC(=O)Nc1ccc(C)c(Cl)c1)=N\NC(=O)C1CCCCC1
 : 12 | -1 | -1 | 6 | 2 | -4 | -2 | 9
CCOC(=O)C1(CCc2ccccc2)CCN(C(=O)c2cnc(C)cn2)CC1
 : 7 | 2 | -2 | 8 | -1 | -4 | -2 | 14
CSc1nnc(C)c(=O)[nH]1
 : -23 | 2 | -3 | 0 | -2 | -3 | -6 | -3
CCOc1ccccc1NC(=O)N1CCCC1C(=O)NCc1cccs1 (centres undefined)
 : 4 | -3 | -21 | 21 | -3 | -5 | 1 | -9
COc1cc2c(cc1OC)CN(C(=S)Nc1c(C)cccc1C)CC2
 : -12 | 5 | 2 | -4 | 3 | -4 | 2 | -14
CCN(CC(=O)Nc1cc(Cl)ccc1Cl)C(=O)c1ccc(-n2cccn2)cc1
 : 4 | 6 | 8 | 13 | -2 | 6 | -3 | 10
CC(C)CC1CCCC12NC(=O)NC2=O (centres undefined)
 : · | · | 3 | 3 | 10 | -2 | · | 5
CC(NC(=O)COc1ccccc1)C(=O)N1CCN(c2ccccc2)CC1 (centres undefined)
 : -54 | -10 | -1 | 3 | 0 | 4 | -1 | 10
CC(=O)c1cc(C#N)c(SCC(=O)Nc2nccs2)nc1C
 : -11 | -11 | 2 | -59 | 2 | -5 | 0 | 23
CNC(=O)CCCc1nc(-c2ccccc2Cl)no1
 : 5 | -6 | 0 | 0 | -2 | -6 | 0 | 2
Cc1nnc(NC(=O)CSc2nnc(-c3ccc(S(=O)(=O)N4CCCC4)cc3)n2C)s1
 : -4 | 12 | -1 | -2 | -3 | 0 | -3 | -11
Cc1ccc(NC(=O)c2ccccc2NC(=O)c2cccnc2)cc1
 : -16 | -2 | -5 | 2 | 3 | 6 | -3 | 7
COCCNc1nc(-c2cc(-c3ccc(Cl)cc3)on2)cc(C(C)C)n1
 : -13 | 13 | -4 | 17 | 10 | -1 | -2 | 3
Cc1ccc(N(CC(=O)Nc2cccc(C)c2)S(=O)(=O)c2cccc3nonc23)cc1
 : 5 | 2 | 10 | 2 | -7 | 2 | -2 | 21
CCOC(=O)c1ccc(NC(=O)NC2CC3CCC(C2)N3C(=S)NC)cc1 (centres undefined)
 : -10 | 1 | -4 | · | 1 | 3 | 3 | 14
c1cnc2c(c1)ncc1cscc12
 : -1 | 3 | -1 | -2 | 6 | 0 | -3 | 1
O=C(Nc1cccnc1Cl)c1ccc2c(Cl)c3c(nc2c1)CCC3
 : · | · | 0 | -57 | -4 | 6 | · | 10
O=C(CSc1nnnn1-c1ccc2c(c1)OCCO2)Nc1nc2c(s1)CCCC2
 : -21 | -3 | 3 | 3 | -11 | -4 | -7 | 2
COC(=O)c1ccccc1NC(=O)Nc1cccc(C)n1
 : 7 | -29 | -10 | 34 | -18 | 4 | 0 | 13
COc1ccc(-c2noc(C3CCCN(C(=O)c4ccc(C)cc4)C3)n2)cc1 (centres undefined)
 : 4 | 22 | 11 | -6 | 0 | 6 | -5 | 16
Cc1ccc(C(=O)Cn2c(NCCO)nc3ccccc32)cc1
 : 7 | 0 | 14 | 31 | -1 | 0 | -4 | 6
NC(=O)c1nsc(C(=O)N(c2ccccc2)C(C(=O)NCC2CCCO2)c2ccc(F)cc2)c1N (centres undefined)
 : 1 | 22 | 4 | -6 | 5 | -17 | 3 | 8
O=C(O)C[C@H]1c2cc(F)ccc2S(=O)(=O)N1C1CCN(Cc2ccccc2)CC1
 : -43 | 0 | -3 | -7 | -9 | -4 | 2 | -9
Cc1ccnn1-c1ccc(C(=O)N2CCCN(S(=O)(=O)c3ccc(F)cc3)CC2)cc1
 : 11 | 2 | 3 | -20 | 34 | 1 | -4 | -10
Cn1c(N)c(-c2ccccc2)c2ccc([N+](=O)[O-])cc2c1=O
 : 4 | -144 | 22 | 0 | 4 | -7 | 3 | 36

9 neighbouring compounds from above:
Value order – APJ antagonist | UBC13 polyUb | CXCR6 block | Gli-Sufu block | EBI2 block | ATG4B inh | APJ agonist | CCR6 antagonist
c1cnc2c(c1)ncc1cscc12
 : -1 | 3 | -1 | -2 | 6 | 0 | -3 | 1
O=C(Nc1cccnc1Cl)c1ccc2c(Cl)c3c(nc2c1)CCC3
 : · | · | 0 | -57 | -4 | 6 | · | 10
O=C(CSc1nnnn1-c1ccc2c(c1)OCCO2)Nc1nc2c(s1)CCCC2
 : -21 | -3 | 3 | 3 | -11 | -4 | -7 | 2
COC(=O)c1ccccc1NC(=O)Nc1cccc(C)n1
 : 7 | -29 | -10 | 34 | -18 | 4 | 0 | 13
COc1ccc(-c2noc(C3CCCN(C(=O)c4ccc(C)cc4)C3)n2)cc1 (centres undefined)
 : 4 | 22 | 11 | -6 | 0 | 6 | -5 | 16
Cc1ccc(C(=O)Cn2c(NCCO)nc3ccccc32)cc1
 : 7 | 0 | 14 | 31 | -1 | 0 | -4 | 6
NC(=O)c1nsc(C(=O)N(c2ccccc2)C(C(=O)NCC2CCCO2)c2ccc(F)cc2)c1N (centres undefined)
 : 1 | 22 | 4 | -6 | 5 | -17 | 3 | 8
O=C(O)C[C@H]1c2cc(F)ccc2S(=O)(=O)N1C1CCN(Cc2ccccc2)CC1
 : -43 | 0 | -3 | -7 | -9 | -4 | 2 | -9
Cc1ccnn1-c1ccc(C(=O)N2CCCN(S(=O)(=O)c3ccc(F)cc3)CC2)cc1
 : 11 | 2 | 3 | -20 | 34 | 1 | -4 | -10

(next part)
Value order – APJ antagonist | UBC13 polyUb | CXCR6 block | Gli-Sufu block | EBI2 block | ATG4B inh | APJ agonist | CCR6 antagonist
[O-][n+]1nc2ccccc2c2ccccc21
 : · | · | 0 | -4 | -8 | 9 | · | 5
Cc1sc(NC(=S)NC(=O)c2ccco2)c(C#N)c1C
 : 21 | -4 | 14 | -10 | 3 | 26 | -4 | 27
CCCCCCCCCC(=O)N[C@@H]1c2cc(OC)c(OC)cc2C[C@H]1OCc1ccccc1
 : · | · | -3 | -4 | 23 | -6 | · | -3
Cc1ccc(O)c(NC(=O)c2cc(-c3ccccc3)on2)c1
 : -12 | -8 | 2 | 14 | -9 | 1 | -2 | 12
c1cnc(NCCNc2ncccn2)nc1
 : 19 | 1 | -6 | -25 | -2 | 3 | -4 | 3
CC(=O)N(Cc1cccnc1)Cc1cc2ccccc2[nH]c1=O
 : 11 | 6 | -3 | -12 | -13 | 0 | 0 | -12
O=C(NC1CCCCCC1)c1cc(S(=O)(=O)N2CCCCC2)ccc1N1CCOCC1
 : 1 | 4 | 6 | 9 | 2 | -8 | -3 | 8
CC(C(=O)Nc1ccccc1)c1ccc(-c2ccccc2)c(F)c1 (centres undefined)
 : -2 | 6 | 3 | -109 | -12 | 0 | -1 | 23
Cc1ccc(-n2ccc(=O)c(C(=O)Nc3ccc(S(=O)(=O)Nc4onc(C)c4C)cc3)n2)cc1
 : 1 | -4 | -2 | -10 | -2 | 3 | 1 | 12
Cc1cnc(NC(=O)CSc2nnc(COc3ccccc3)o2)s1
 : -3 | 0 | -5 | 8 | -10 | 3 | 4 | -6
COc1ccc(CNCc2ccc(C(F)(F)F)cc2)cc1OC
 : 7 | -3 | -4 | -10 | -3 | 3 | -1 | 16
N#Cc1c(-c2ccccc2)cc(-c2ccccc2)nc1SCC(=O)NCC(=O)O
 : -7 | 0 | 7 | 19 | 0 | -4 | -2 | 9
Cc1c(CC(=O)O)c(=O)oc2cc(OCc3ccc(F)cc3Cl)ccc12
 : -5 | 4 | -6 | 3 | -7 | 2 | -1 | 5
O=C(Nc1cccnc1)c1ccc(Cl)c([N+](=O)[O-])c1
 : -26 | 8 | -21 | 4 | -5 | 1 | -1 | -9
N#Cc1ccccc1COC(=O)CCN=C1NS(=O)(=O)c2ccccc21
 : 13 | 5 | -6 | 5 | 3 | 4 | -2 | 14
CCN(CC)CCn1c(C)nc2ccccc21
 : -16 | -7 | -6 | 10 | -5 | 4 | 9 | 8
CNC(=O)C1CC(=O)N(Cc2ccccc2)C(=Nc2ccc(OC)cc2)S1 (centres undefined)
 : -14 | -8 | 1 | -6 | 3 | -17 | -3 | 1
CC1CCCN(S(=O)(=O)c2ccc(C(=O)Nc3nnc(-c4ccco4)o3)cc2)C1 (centres undefined)
 : 4 | -26 | 8 | -2 | -10 | 5 | -6 | 12
Cc1ccc(OCC(=O)NNC(=O)c2cccnc2)cc1
 : -9 | 0 | 0 | -4 | -4 | -10 | 10 | 9
Cn1cccc1C(=O)OCC(=O)NNC(=O)c1ccc([N+](=O)[O-])cc1
 : 0 | 6 | -5 | 25 | -6 | -2 | 3 | 2
CC(C)CSc1nc(N)nc2c1ncn2C1OC(CO)C(O)C1O (centres undefined)
 : · | · | -7 | 3 | -3 | 0 | · | 8

High-throughput results from PubChem.

An unsorted share of the library; 3% or so of the library scored in one or more.
